# p-CIP stab down – compounds decreasing mouse p/CIP protein stability | Q05BA5 | F442A p/CIP-EGFP cells, EGFP fluorescence, 16 h | decrease of EGFP signal, % at 10 µM | 290,000 compounds, 0.01% hits;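 active = EGFP signal decrease of at least 30% at 10 µM or well 3 SD below plate mean, unless failing retest; inactive = the rest, including hits failing retest or dose response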; also: some compounds called inactive have numbers as strong as hits; many of its hits are not listed in these tables
# Target sequence (Q05BA5 1-1403): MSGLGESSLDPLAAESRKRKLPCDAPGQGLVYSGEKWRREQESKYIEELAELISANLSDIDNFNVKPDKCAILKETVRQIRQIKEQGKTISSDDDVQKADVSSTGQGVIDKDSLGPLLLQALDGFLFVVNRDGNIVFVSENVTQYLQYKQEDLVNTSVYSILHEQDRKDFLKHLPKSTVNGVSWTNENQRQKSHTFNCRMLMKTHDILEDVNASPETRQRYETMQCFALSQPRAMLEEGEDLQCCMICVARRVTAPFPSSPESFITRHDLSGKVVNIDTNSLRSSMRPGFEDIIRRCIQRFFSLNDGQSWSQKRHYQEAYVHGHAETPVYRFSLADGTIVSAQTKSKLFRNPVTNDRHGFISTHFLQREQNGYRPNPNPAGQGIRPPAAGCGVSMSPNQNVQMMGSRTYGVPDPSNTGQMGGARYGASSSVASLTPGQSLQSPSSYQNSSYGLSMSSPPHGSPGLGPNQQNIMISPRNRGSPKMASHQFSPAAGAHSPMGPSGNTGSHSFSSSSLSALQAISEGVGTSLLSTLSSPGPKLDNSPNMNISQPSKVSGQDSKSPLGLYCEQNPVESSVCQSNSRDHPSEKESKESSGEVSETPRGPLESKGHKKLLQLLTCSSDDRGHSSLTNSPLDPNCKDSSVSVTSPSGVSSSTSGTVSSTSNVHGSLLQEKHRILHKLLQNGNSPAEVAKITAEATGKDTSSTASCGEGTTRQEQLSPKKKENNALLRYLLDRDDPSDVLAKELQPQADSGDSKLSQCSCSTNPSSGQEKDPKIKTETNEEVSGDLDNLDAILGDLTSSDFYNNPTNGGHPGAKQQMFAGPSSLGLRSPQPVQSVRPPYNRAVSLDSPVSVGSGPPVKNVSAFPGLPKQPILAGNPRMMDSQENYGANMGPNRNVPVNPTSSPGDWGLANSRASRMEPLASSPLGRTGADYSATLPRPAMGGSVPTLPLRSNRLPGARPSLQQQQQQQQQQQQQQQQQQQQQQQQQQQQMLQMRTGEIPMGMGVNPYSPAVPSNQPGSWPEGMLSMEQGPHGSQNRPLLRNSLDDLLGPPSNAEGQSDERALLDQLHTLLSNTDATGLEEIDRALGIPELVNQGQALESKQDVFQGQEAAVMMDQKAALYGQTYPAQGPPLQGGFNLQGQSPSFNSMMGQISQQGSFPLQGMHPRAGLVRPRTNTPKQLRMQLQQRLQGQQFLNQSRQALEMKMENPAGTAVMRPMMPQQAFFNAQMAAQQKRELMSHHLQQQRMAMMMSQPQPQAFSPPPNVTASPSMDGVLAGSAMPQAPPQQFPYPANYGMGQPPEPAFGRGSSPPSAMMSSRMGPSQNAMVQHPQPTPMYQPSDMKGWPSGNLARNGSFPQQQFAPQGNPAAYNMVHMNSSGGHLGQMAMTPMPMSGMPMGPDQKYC
# MEKK2 mut-MEK5 – signal of MEK5 binding to mutant human MEKK2 PB1 domain; bead flow cytometry, Alexa488-MEK5 binding to MEKK2 mutant; percent response, % at 10 µM; 290,000 compounds, 0.35% hits; AID 1530; in the data active = percent response above about 24%, passing the limit was not always enough; also: inactives centre near 1; some results filed as inactive read as strong as hits; reference of the scale not given here
# IDE act – activators of human insulin-degrading enzyme in cells. AID 493087. activation, % at 5.96 µM. HEK cells, FAbeta-B cleavage, fluorescence polarization; 0% vehicle, 100% cell-free pure enzyme wells. P14735. 340,000 compounds, 0.073% hits;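 active = activation above the mean of all tested compounds plus 3 SD, set per screening campaign, cut at about 17% in these data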
# MEKK3 PB1 HTS – raises or lowers MEK5 binding to the human MEKK3 PB1 domain. Q99759. bead-based flow cytometry, Alexa488-MEK5 binding to MEKK3; actives lie on both sides; 0 = blocked by unlabeled MEK5, 100 = vehicle. binding response (% of control), % at 10 µM. 290,000 compounds, 1.4% hits;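 active = binding response more than 3 SD above or below the average of its plate-row segment, actives on both sides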;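 also: Alexa488 bead fluorescence after subtracting the streptavidin-only scavenger bead signal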
# UBC9 SUMO inh – SUMOylation inhibition; P63279; inhibition, % at 35 µM; 290,000 compounds, 0.36% hits; HTRF SUMOylation assay, SAE1/SAE2 + UBC9, in vitro; in the data active = inhibition above about 50%, passing the limit was not always enough; also: strong numbers were not always called active
# IDE inh – inhibits human insulin-degrading enzyme in HEK cells. P14735. FAbetaB cleavage, fluorescence polarization. inhibition, % at 5.59 µM. 320,000 compounds, 0.41% hits;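 active = percent inhibition above the average of all tested compounds plus 3 SD, set per screening campaign, cut at about 16% in these data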;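 also: IDE supplied by intact live HEK cells; FP after avidin binding of uncleaved biotin substrate so inhibition keeps polarization high; 0% = DMSO wells and 100% = 60 µM reference IDE inhibitor Ii1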
# M18AAP inhibitor – blocks P. falciparum M18 aspartyl aminopeptidase. recombinant PfM18AAP, H-Glu-NHMec fluorogenic cleavage. inhibition, % at 7.35 µM. 290,000 compounds, 1.2% hits;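 active = inhibition above the campaign mean inhibition over all tested compounds plus 3 SD, cut at about 28% in these data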;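 also: 0% = plate median of test compound wells and 100% = 2 mM ZnCl2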
# MEKK2wt PB1 HTS – raises or lowers MEK5 binding to wildtype human MEKK2 PB1 domain. AID 1531. 290,000 compounds, 1.1% hits. bead flow cytometry, Alexa488-MEK5 binding to MEKK2 WT; actives lie on both sides. binding response (% of control), % at 10 µM; in the data active = binding response below about 67% or above about 130%
# NALP1 inh – inhibitors of NALP1 inflammasome in yeast. inhibition, % at 10 µM. 280,000 compounds, 0.61% hits. S. cerevisiae NALP1/ASC/caspase-1 growth, X-gal OD620, 72 h; in the data active = inhibition mostly above about 24%, no sharp cut-off; inactive = mostly below about 32%; also: some compounds called inactive have numbers as strong as hits
# An asterisk follows results filed as active; . = no result given. The list is partial. The share of hits here may be higher or lower than overall.
mol,p-CIP stab down,MEKK2 mut-MEK5,IDE act,MEKK3 PB1 HTS,UBC9 SUMO inh,IDE inh,M18AAP inhibitor,MEKK2wt PB1 HTS,NALP1 inh
O=C1NC(=O)C(CC(=O)N(Cc2ccco2)C2(C(=O)NC3CCCCC3)CCCCC2)N1 (stereo not given),-6.1,5.0,0.8,105.0,9.3,-1.4,1.6,109.0,33.3
Cn1c(=O)c2c(ncn2CCC(=O)N/N=C/c2cccnc2)n(C)c1=O,-3.9,1.0,-3.0,102.0,13.4,-1.1,-6.5,102.0,7.7
CCn1c(-c2ccc(C)cc2)n[nH]c1=S,-8.7,5.0,0.8,109.0,14.0,6.3,11.8,112.0,6.6
COc1cccc(OCCOCC(O)CN2CCN(Cc3ccc(Cl)cc3)CC2)c1 (stereo not given),-6.8,-4.0,1.5,91.0,-1.7,10.1,-2.6,95.0,36.1
COc1cc(C2C(C(C)=O)=C(C)Nc3ncnn32)ccc1O (stereo not given),-4.3,0.0,-3.0,93.0,15.3,5.5,-3.3,98.0,20.2
CCn1c2ccccc2c2cc(NC(=O)c3ccc(Br)o3)ccc21,-5.2,0.0,-4.4,107.0,12.1,2.5,-2.1,94.0,5.9
C[C@H](NC(=O)[C@@H]1Cc2ccccc2CN1C(=O)OC(C)(C)C)C(=O)NCC1CCCO1 (stereo not given in full),-7.5,1.0,6.3,99.0,-5.3,5.0,6.1,99.0,-5.7
COc1ccc(/C=C/c2ccc3c(Br)ccc(O)c3n2)cc1,1.8,3.0,0.6,105.0,-25.8,2.1,-0.9,100.0,17.1
COc1ccc(CC(=O)Nc2cccc3ncccc23)cc1OC,15.9,-4.0,4.1,105.0,1.6,2.3,0.1,95.0,4.0
CCOc1ccccc1N1CCN(C(=O)Nc2cccc(Cl)c2)CC1,-10.1,-6.0,5.9,87.0,-7.0,-0.5,3.5,83.0,13.3
CCOC(=O)c1cccc(NC(=O)c2cccs2)c1,-12.5,6.0,-1.5,106.0,8.6,1.5,1.5,104.0,13.5
N#Cc1nc(-c2cccs2)oc1NCCN1CCOCC1,-3.3,.,2.8,.,36.7,5.5,-1.8,.,1.0
CC(NC(=O)/C(=C\c1cccc([N+](=O)[O-])c1)NC(=O)c1ccco1)C(=O)O (stereo not given),7.7,8.0,3.4,110.0,10.8,-1.0,2.1,91.0,-5.4
Cc1ccc(CNC(=O)CCc2nnc3ccc(N4CCC5(CC4)OCCO5)nn23)cc1,7.1,-1.0,2.0,98.0,-1.2,-3.9,0.6,99.0,14.4
CC1=C(C)CC(C(=O)NCc2c(F)cccc2Cl)C(C(=O)O)C1 (stereo not given),-7.3,-4.0,-0.2,95.0,3.7,1.0,-15.9,98.0,17.1
O=C(Nc1ccccc1F)c1cc(S(=O)(=O)N2CCOCC2)cs1,-2.4,4.0,-1.7,104.0,6.9,-3.7,0.4,106.0,7.6
O=C(c1cc2cc(F)ccc2[nH]1)N1CCN(c2ccc(F)cc2)CC1,2.4,5.0,-3.1,105.0,18.4,-1.8,-2.5,107.0,3.1
O=C1OCCN1CCNCc1cn(-c2ccc(F)cc2)nc1-c1ccccc1Cl,2.3,-9.0,0.1,98.0,-6.2,1.5,-5.2,95.0,1.0
CC(C)(C)CC(=O)Nc1cccc(-c2cn3cccnc3n2)c1,-3.8,3.0,-0.9,107.0,27.0,3.6,5.5,102.0,3.0
COc1ccc(C(C(=O)NC2CCCC2)N2CCc3ccccc32)cc1 (stereo not given),1.9,5.0,1.4,102.0,-3.8,-2.8,-0.1,101.0,9.4

# 3 entries already listed, sorted by number of heavy atoms, falling:
mol,p-CIP stab down,MEKK2 mut-MEK5,IDE act,MEKK3 PB1 HTS,UBC9 SUMO inh,IDE inh,M18AAP inhibitor,MEKK2wt PB1 HTS,NALP1 inh
O=C1NC(=O)C(CC(=O)N(Cc2ccco2)C2(C(=O)NC3CCCCC3)CCCCC2)N1 (stereo not given),-6.1,5.0,0.8,105.0,9.3,-1.4,1.6,109.0,33.3
COc1ccc(C(C(=O)NC2CCCC2)N2CCc3ccccc32)cc1 (stereo not given),1.9,5.0,1.4,102.0,-3.8,-2.8,-0.1,101.0,9.4
CC1=C(C)CC(C(=O)NCc2c(F)cccc2Cl)C(C(=O)O)C1 (stereo not given),-7.3,-4.0,-0.2,95.0,3.7,1.0,-15.9,98.0,17.1

# Carrying on.
mol,p-CIP stab down,MEKK2 mut-MEK5,IDE act,MEKK3 PB1 HTS,UBC9 SUMO inh,IDE inh,M18AAP inhibitor,MEKK2wt PB1 HTS,NALP1 inh
Nn1c(SCC(=O)NCc2ccccc2)nncc1=O,-16.8,1.0,3.2,119.0,11.0,2.1,7.3,103.0,19.8
C/C(=N/NS(C)(=O)=O)c1ccc2ccccc2c1,-11.9,3.0,2.3,105.0,-9.3,1.5,2.2,105.0,-10.2
COC(=O)c1ccc(N2CCN(C)CC2)c(NC(=O)COc2ccccc2Cl)c1,-9.8,-1.0,-1.3,103.0,10.3,3.4,2.4,107.0,9.2
Cc1ccccc1Nc1c(-c2cccnc2)nc2ccccn12,-13.4,1.0,0.0,100.0,4.8,2.4,2.9,96.0,.
COCCN(C(=O)Cc1cccs1)C(C(=O)NC1CCCC1)c1ccc(OC)c(OC)c1 (stereo not given),-21.0,-7.0,-2.7,100.0,-9.1,-3.0,-2.6,95.0,15.4
N[C@@H](Cc1ccccc1)C(=O)N1CCC(C(=O)NCC(=O)NCC(=O)O)CC1,-4.8,9.0,7.5,108.0,-3.7,1.5,-2.4,109.0,-1.9
CS(=O)(=O)N(CC(=O)Nc1ccc2c(c1)OCO2)c1ccccc1,-5.2,4.0,0.1,102.0,21.5,8.7,2.6,99.0,-14.4
COc1cc(C(=O)N(Cc2ccc(C)o2)C2CCS(=O)(=O)C2)cc(OC)c1OC (stereo not given),6.6,4.0,1.4,101.0,6.9,2.0,6.9,103.0,13.4
Cc1nc2nc(C)c(CCC(=O)Nc3ccc4c(c3)OCO4)c(C)n2n1,-4.7,-2.0,2.0,102.0,-11.6,3.2,0.5,101.0,-5.4
CCOc1ccccc1CN1CCNC(=O)C1CC(=O)NCc1nccn1CC (stereo not given),2.5,-2.0,-0.3,96.0,-6.1,-1.6,8.6,99.0,-7.7
O=C1CSCN1c1ccc(Cl)c(Cl)c1,10.7,1.0,1.8,103.0,7.9,-1.5,-3.1,102.0,5.7
O=C(CSc1nccn1Cc1ccc(F)cc1)NC1CCCC1,-23.4,7.0,-1.2,100.0,3.4,5.9,10.7,101.0,4.1
CCOc1ccc(C2NC(=O)NC(C)=C2C(=O)OCc2ccccc2)cc1 (stereo not given),-1.5,5.0,0.3,103.0,-17.6,0.0,1.3,104.0,6.7
Cn1cccc1Cc1nnc(SCC(=O)NCCc2ccccc2)n1-c1ccc(F)cc1,5.5,-2.0,7.0,95.0,-0.6,2.8,0.9,96.0,-17.2
CC(=O)c1cccc(N=c2scc(-c3ccc(S(=O)(=O)N4CCOCC4)cc3)n2CCO)c1,-22.2,-2.0,-3.3,101.0,-1.5,-0.1,50.5*,100.0,11.6
COc1ccc(OC)c(NC(=O)COC(=O)c2ccc(S(=O)(=O)N3CCOCC3)cc2)c1,-3.4,1.0,-3.9,100.0,-1.6,3.1,2.2,103.0,-11.6
CCCCC(=O)Nc1ccc(NC(=O)c2ccccc2OC)cn1,-3.2,6.0,2.9,103.0,0.3,4.9,-2.8,104.0,-4.9
Cc1ccc(Nc2nc3c(c(=O)[nH]2)CCCC3)cc1,10.1,7.0,-1.2,100.0,-25.0,6.3,-1.0,99.0,4.4
NS(=O)(=O)c1ccc(NC(=O)COC(=O)C2(c3ccc(F)cc3)CCCC2)cc1,-18.0,-3.0,2.9,97.0,-10.4,-3.0,-1.4,98.0,.
Cc1ccc(NC(=O)COC(=O)CCC(=O)c2ccc(Cl)cc2)cc1S(=O)(=O)N(C)C,-13.0,1.0,4.8,97.0,-4.2,0.2,-10.5,99.0,29.9

# Going on with the list:
mol,p-CIP stab down,MEKK2 mut-MEK5,IDE act,MEKK3 PB1 HTS,UBC9 SUMO inh,IDE inh,M18AAP inhibitor,MEKK2wt PB1 HTS,NALP1 inh
O=C1c2nc3cc(-c4ccco4)[nH]n3c(=O)c2CN1C1CCCCC1,-14.9,20.0,.,119.0,50.6,4.2,3.7,118.0,9.8
O=C(OCc1cccnc1)C1=Cc2ccccc2OC1,-8.5,-8.0,-1.7,96.0,4.4,-1.4,-5.8,91.0,-6.2
CCOc1cccc(C2C(C#N)=C(N)Oc3cc(C)oc(=O)c32)c1OCC (stereo not given),-9.7,-2.0,3.6,97.0,30.8,2.8,-5.4,94.0,13.3
Cc1ccccc1Oc1cc(NC(=O)CCCn2nc(C)c([N+](=O)[O-])c2C)cc([N+](=O)[O-])c1,6.4,2.0,4.8,99.0,-22.1,-0.7,2.2,115.0,22.6
COCCN(C(=O)CNC(=O)c1cccs1)C(C(=O)NC1CCCC1)c1cccs1 (stereo not given),-12.0,8.0,3.4,105.0,18.1,10.1,-2.5,105.0,-8.0
O=C(CN1C(=O)c2cccc3cccc1c23)NC1CCCCC1,3.4,-5.0,0.0,102.0,14.3,4.3,-4.8,101.0,-5.3
CCOC(=O)CSc1nc(N)cc(=O)[nH]1,1.1,-10.0,-2.6,93.0,2.0,4.9,2.3,93.0,6.7
NC(=O)Cn1c(=O)n(CCc2ccccc2)c(=O)c2c3c(sc21)CCCC3,-10.0,6.0,7.6,108.0,17.8,8.1,-7.0,112.0,19.7
CCN(CC)c1ccc(/C=N/N2CCN(Cc3ccc(Cl)cc3)CC2)c(O)c1,-6.2,4.0,1.5,104.0,-20.3,-2.2,-5.2,108.0,-8.6
COc1ccc(/C=C/C(=O)Nc2ccc3nc4n(c(=O)c3c2)CCCC4)cc1OC,-10.6,3.0,-2.7,102.0,30.0,0.0,4.0,106.0,16.3
COc1ccc(C(=O)c2no[n+]([O-])c2C(=O)c2ccc(OC)cc2)cc1,11.7,10.0,0.6,105.0,-13.0,-3.0,-0.6,105.0,20.7
O=C(Cc1ccc(Br)cc1)Nc1ccc2[nH]ncc2c1,-6.0,1.0,3.5,97.0,2.9,-3.9,-5.1,102.0,17.2
Cc1cc2cc(CNC(=O)Nc3ccc(Cl)c(Cl)c3)ccc2n1C,-28.9,4.0,-0.8,96.0,-76.8,0.9,6.2,95.0,-3.9
Cc1ccc(C)c(OCc2nnc(NC(=O)c3ccc4c(c3)OCO4)s2)c1,-1.3,-7.0,-2.7,84.0,-15.7,-0.8,-3.3,89.0,.
c1cc2c(cc1Cn1cnnn1)OCO2,0.8,1.0,1.7,99.0,23.2,3.8,-5.2,100.0,15.6
CCN(CC)c1ccc(/C=N/N(c2ccccc2)c2ccccc2)c(O)c1,-7.0,4.0,-3.8,101.0,20.4,3.8,0.5,101.0,23.5
c1ccc(-c2nnc(CSc3nc4ccccc4[nH]3)o2)cc1,-0.6,-2.0,4.6,104.0,1.6,-2.0,3.6,95.0,33.9
O=C(Cc1cccs1)NCc1cc(Cl)cc(Cl)c1,-0.8,4.0,3.8,103.0,1.6,0.4,-0.5,103.0,12.0
COc1cc(C2Nc3ccccc3NC3=C2C(=O)CC(C)(C)C3)cc(OC)c1OC (stereo not given),-1.9,24.0*,0.9,108.0,8.6,5.5,9.3,108.0,-99.1
COc1ccccc1/C=C/c1nc(S(=O)(=O)c2ccccc2)c(N2CCC(C(N)=O)CC2)o1,-3.5,-2.0,3.2,99.0,25.1,-2.3,-10.5,101.0,10.2
COCCN(CC1CCCN(C2Cc3ccccc3C2)C1)C(=O)CCSC (stereo not given),-2.9,8.0,1.8,100.0,3.1,3.4,-0.8,108.0,-15.8
COc1ccc(CNC2CCCCC2C)c(OC)c1 (stereo not given),-2.9,8.0,1.2,104.0,9.3,-3.9,3.4,104.0,-3.3
